Screening data (PubChem BioAssay)
IL2 activator: activates IL-2 in a cell-based reporter assay | IL-2 activation reporter assay, cell-based qHTS; stimulated with anti-CD3/CD4/CD28 beads; in transgenic mouse T cells | AID 652025 | 0.065% of 360,000 active | activation, % (series mostly up to about 46 µM); in the data active means activation above about 50%; inconclusive means mostly about 30% to 49%; further: 0% is about no effect
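Unstimulated transgenic mouse T cells, 750 per well, received compound and, after 60 minutes, anti-CD3/anti-CD4 bead plus anti-CD28 stimulation. EGFP and DsRed were quantified after 18 hours.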
WRN inhibitor: inhibitors of human WRN helicase; Q14191; WRN helicase unwinding, fluorescent forked duplex, kinetic; Potency, µM (top dose mostly 114 µM), for the others: at the top dose activity change, negative = inhibition, hits mostly inhibitors; 0.46% of 360,000 active; AID 651768; further: potency means the concentration at half of the fitted maximal effect; on the % scale 0 is the no-effect control and ±100 the full control effect; nearly all actives have a fitted effect of over 55% in size
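Enzyme (20 nM final) and test compound sit together 15 min at room temperature before substrate addition. Substrate is a single-forked duplex oligonucleotide (100 nM) labelled with fluorophore and quencher, with 2 mM ATP; helicase unwinding raises red fluorescence, read kinetically.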
PI5P4Ka inh: PI5P4K alpha (human) kinase inhibition | 1.2% of 330,000 active | AID 652105 | P48426 | max response, % | PI5P4Kalpha enzyme, ADP-Glo luminescence, 60 min; stronger effect = lower value; active means max response of -50% or lower; inconclusive means between -30% and -50%; inactive means -30% or higher; further: value at the top dose of about 77 µM; on the % scale 0 is the no-effect control and ±100 the full control effect
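Reactions run in 0.038 M HEPES pH 7.4, 0.28 mM EGTA, 0.1% CHAPS and 5% DMSO, with PI5P4Kalpha, substrate, compound and 5 microM ATP final, one hour at room temperature. Readout is ADP-Glo luminescence.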
Abeta yeast res: restores growth of yeast expressing A-beta42 peptide; yeast expressing A-beta42, growth rescue, OD600, 48 h; response scale: 0% DMSO, 100% iron-clioquinol control; Potency, µM (doses to about 46.1 µM), for the others: top-dose growth rescue, usual class: activators; 0.063% of 410,000 active; AID 1347071; further: potency means the concentration at half of the fitted maximal effect; nearly all actives have a fitted effect of over 55% in size
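Yeast growth medium received pinned compounds, then yeast cells expressing toxic A-beta were added; plates incubated at 30 C for 48 hr. Growth read as absorbance at 600 nm, normalized to DMSO and equimolar FeCl3 plus clioquinol controls.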
PLK1 PBD block: blocks phosphopeptide binding to human PLK1 polo-box domain | P53350 | Plk1 PBD binding of FITC phosphopeptide, fluorescence polarization | Potency, µM, without a hit: max response, negative = inhibition, most hits filed as inhibitors | 2.8% of 360,000 active | AID 720504; further: potency means the concentration at half of the fitted maximal effect; series mostly up to about 57 µM; on the % scale 0 is the no-effect control and ±100 the full control effect; nearly all actives have a fitted effect of over 65% in size
Target sequence (P53350 whole entry, looked up, the tested form may be a part): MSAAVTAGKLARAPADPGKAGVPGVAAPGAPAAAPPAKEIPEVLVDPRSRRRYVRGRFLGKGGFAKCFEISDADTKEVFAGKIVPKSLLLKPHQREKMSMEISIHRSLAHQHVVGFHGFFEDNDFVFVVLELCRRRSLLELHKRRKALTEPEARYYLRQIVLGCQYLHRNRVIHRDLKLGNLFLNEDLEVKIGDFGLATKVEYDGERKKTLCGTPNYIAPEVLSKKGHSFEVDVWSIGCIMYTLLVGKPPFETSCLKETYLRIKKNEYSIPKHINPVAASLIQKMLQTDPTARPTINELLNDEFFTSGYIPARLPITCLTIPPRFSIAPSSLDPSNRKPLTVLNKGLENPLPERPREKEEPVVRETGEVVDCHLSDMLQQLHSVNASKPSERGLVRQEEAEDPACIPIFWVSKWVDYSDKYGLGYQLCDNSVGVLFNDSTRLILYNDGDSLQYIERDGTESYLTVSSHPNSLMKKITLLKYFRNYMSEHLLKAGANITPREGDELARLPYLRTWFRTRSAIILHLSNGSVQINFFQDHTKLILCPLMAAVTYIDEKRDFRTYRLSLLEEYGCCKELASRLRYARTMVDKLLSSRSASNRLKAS
EPAC1 antagonist: antagonists of human EPAC1; O95398; EPAC1 GEF assay, Rap1b-BODIPY-GDP exchange fluorescence; Potency, µM (highest dose often 115 µM), for inactives: at the top dose activity change, negative = inhibition, actives largely listed as inhibitors; AID 720709; 0.14% of 360,000 active;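 further: potency means the concentration at half of the fitted maximal effect; plate controls were vehicle for no effect and positive control for full effect; nearly all actives have a fitted effect of over 50% in size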
EPAC1 agonist: EPAC1 (human) agonism | O95398 | EPAC1 agonist qHTS, biochemical assay; response scale: 100% = response to 6.5 mM cAMP | Potency, µM (highest dose often 154 µM), for inactives: at the top dose activation, actives largely listed as activators | 0.073% of 360,000 active | AID 720707; further: potency means the concentration at half of the fitted maximal effect; nearly all actives have a fitted effect of over 60% in size
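Compounds were pinned as a concentration titration into mixtures of EPAC1 (100 nM), BODIPY-GDP-loaded Rap1B (250 nM) and GDP (50 uM). After 5 min at room temperature, fluorescence was followed for 30 min; activity was scaled to 6.5 mM cAMP.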
FUS yeast rescue: FUS proteinopathy suppression in yeast; S. cerevisiae FUS-expressing, growth rescue, OD600, 24 h; Potency, µM (series often up to 76.6 µM), for the others: at the top dose growth rescue (activation), usual class: activators; 0.24% of 390,000 active; AID 1347120;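 further: potency means the concentration at half of the fitted maximal effect; plate controls were DMSO vehicle for no effect and reference control for full effect; nearly all actives have a fitted effect of over 55% in size; some results filed as inactive show a strong effect at the top dose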
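FUS-expressing yeast, raffinose-pregrown, induced in 2% galactose minimal medium at OD 0.005; compounds in a dilution series, 24hr at 30C. Growth restoration read as absorbance at 600 nm. CP55940 positive control, DMSO negative.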
* = called active by the depositor; ? = inconclusive; . = not tested or not shown; [ ] = dose if it differs, or a comment. Unless noted, the call rests on the fitted dose curve; in most records, active means well fitted curve in the direction sought with a large enough effect; inconclusive means small, poorly fitted or top-dose-only effect, or another doubt; inactive means no such curve, though single readings can be large; an effect the other way counts as inactive or inconclusive.

Values run as follows: PI5P4Ka inh	Abeta yeast res	IL2 activator	WRN inhibitor	EPAC1 agonist	FUS yeast rescue	EPAC1 antagonist	PLK1 PBD block
CC1(C)Oc2ccc3ccc(=O)oc3c2/C(=C/NCCO)C1=O
    2	8%	-0.8	-4%	7%	1%	1%	-8%
COc1cccc(-n2nnc3c(=O)n(Cc4c(F)cccc4Cl)cnc32)c1
    .	8%	-1.4	-1%	10%	-18%	11%	-2%
CC(C)CN1CN(Cc2ccccc2)CNC1=S
    0	24%	-3.5	3%	1%	13%	?	-12%
O=C(/C=C/c1cc2c(cc1Br)OCO2)NCc1ccc(F)cc1
    1	-1%	4.2	4%	9%	0%	12%	0%
NC(=O)C[C@H](NC(=O)c1ccc(Cl)cc1)C(=O)OCc1ccccc1
    4	0%	-0.3	-5%	0%	-22%	-9%	1%
NS(=O)(=O)c1ccc(NC(=O)CSc2nc3c(cnn3-c3ccccn3)c(=O)[nH]2)cc1
    3	-2%	0.3	-2%	7%	18%	8%	-12%
O=C(NCCCN1CCOCC1)c1coc2ccccc2c1=O
    -4	-5%	-0.7	-5%	-5%	8%	15%	-4%
COc1cc(CNCCN(C)C)c(Br)cc1OC1CCCC1
    7	3%	0.9	-2%	2%	-17%	3%	-6%
O=[N+]([O-])c1cccc(COc2cccc(CN3CCOCC3)c2)c1
    3	-7%	-0.3	0%	-14%	-21%	-17%	-12%
O=C(c1ncn[nH]1)N1CCN(c2nc(-c3ccccc3)cs2)CC1
    ?	3%	-2.5	-26%	-6%	.	4%	-11%
Cc1cc2[nH]ncc2cc1NC(=S)NC(=O)c1ccccc1
    .	-8%	0.9	-6%	3%	33%	-10%	-22%
COC(=O)c1ccc(Cn2c(CN3CCOCC3)nc3ccccc3c2=O)o1
    .	-1%	0.0	8%	-1%	13%	-5%	-2%
CC(C)c1ccc2c(c1)C(=O)NC(C)(C)C2
    5	4%	-1.5	3%	5%	-20%	-10%	27µM*
CNC(=O)C1CN(C(=O)c2cccc(S(=O)(=O)N3CCc4ccccc43)c2)c2ccccc2O1 (centres undefined)
    0	-2%	-3.2	7%	2%	21%	-3%	-4%
CC(=O)NCCc1c[nH]c2ccc(OCc3ccccc3)cc12
    -1	4%	2.0	7%	1%	3%	-9%	-12%
Cc1ccc(NC(=O)CS(=O)CC(=O)N(CC(=O)NC2CCCC2)c2ccc3c(c2)OCCO3)cc1 (centres undefined)
    1	-14%	0.6	-16%	0%	22%	-12%	-7%
O=C(Nc1cccc2nsnc12)c1ccc(F)cc1
    -10	-14%	0.0	0%	-5%	-9%	13%	-5%
Cc1cccc(C(=O)Nc2ccc(N3CCN(S(C)(=O)=O)CC3)cc2)c1
    -5	0%	-0.2	9%	-4%	-2%	7%	9%
COc1ccc(C(C)NC(=O)CC23CC4CC(CC(C4)C2)C3)cc1 (centres undefined)
    -2	-25%	-0.8	-8%	4%	13%	-4%	-11%
COc1ccccc1N1CCN(/N=C/c2ccc(Cl)c([N+](=O)[O-])c2)CC1
    5	9%	-0.6	4%	-4%	-3%	-3%	-13%
CCCCc1n[nH]c2c1C(=O)CC(C)(C)C2
    -1	15%	-0.6	-4%	10%	2%	-4%	1%
CN(C(=O)Nc1cccc(C(F)(F)F)c1)C1CCCCC1
    -3	4%	-2.3	-2%	3%	-18%	4%	0%
O=C(/C=C/c1ccco1)Nc1cccc(S(=O)(=O)N2CCOCC2)c1
    3	11%	-1.2	-11%	4%	-4%	5%	-5%
Cc1c(C(=O)Nc2nc(-c3ccccn3)cs2)oc2ccccc12
    -59*	-76%[inhibitor]	-0.1	-8%	8%	?	-6%	12µM*
Cc1ccc(C(=O)OCC(=O)N(C)C2CCS(=O)(=O)C2)cc1S(=O)(=O)N1CCOCC1 (centres undefined)
    -8	8%	-4.4	11%	8%	18%	-9%	-17%
Nc1c(S(=O)(=O)c2ccccc2)c2nc3ccccc3nc2n1/N=C/c1ccco1
    .	10%	4.5	-3%	2%	35%	-14%	-6%
COc1ccc(NC(=O)CN2CCN(CC#N)CC2)cc1
    4	6%	2.7	-32%	-6%	11%	-9%	-26%
Cc1cc(C(=O)N/N=C/c2ccc(Br)o2)n[nH]1
    -9	6%	0.8	-10%[11.6 µM]	0%	-35%	-6%	-7%
Cc1cc(OCC(=O)C(C)(C)C)c2c(-c3ccccc3)cc(=O)oc2c1
    -1	-12%	-2.8	-2%	10%	31%	-5%	-7%
Cc1ccccc1N=C1NC(=O)/C(=C/c2cccnc2)S1
    ?	2%	0.5	-9%	12%	8%	-11%	-16%
CCN(CC(=O)NC1CCS(=O)(=O)C1)C(=O)COc1ccccc1-c1ccccc1 (centres undefined)
    1	1%	-1.9	-9%	7%	2%	1%	-1%
O=C(CCc1nc(-c2ccccc2)no1)NCc1cccnc1
    .	-14%	-1.6	-2%	-1%	21%	3%	0%
O=C(NNC(=O)[C@@H]1CCCC[C@@H]1C(=O)O)c1cccs1
    1	8%	-0.9	10%[57.1 µM]	-7%	5%	7%	-1%
Cc1ccc(S(=O)(=O)N2c3ccccc3OCC2c2ccccc2)cc1 (centres undefined)
    .	-10%	-2.6	-9%	13%	18%	-4%	-10%
Cc1cnc(C)c(Nc2nc(C(N)c3ccccc3)cs2)n1 (centres undefined)
    1	-11%	0.9	-4%	15%	-12%	-3%	-3%
CCCn1c(=O)c(C(=O)NC(C)c2ccccc2)c(O)c2ccccc21 (centres undefined)
    0	0%	1.3	-36%	11%	1%	-6%	-11%
CC(c1ccccc1)N1C(=O)c2ccc(C(=O)NCc3ccco3)cc2C1=O (centres undefined)
    1	17%	0.1	-2%	10%	-13%	5%	-3%
CN(Cc1ccccc1)C(=O)c1ccc(NC2=NC3CS(=O)(=O)CC3S2)cc1 (centres undefined)
    -5	3%	-1.4	6%	10%	-9%	-3%	-7%
Fc1ccc(CSc2ccc(-c3ccco3)nn2)cc1
    -18	7%	1.9	?	6%	-2%	21%	-16%
FC(F)(F)c1cccc(NC(=S)NCCc2ccccn2)c1
    1	9%	-0.5	-6%	-3%	14%	-14%	-9%
CCCCc1cc(=O)oc2c3c(cc(OCC(=O)NCCCO)c12)OC(C)(C)CC3
    2	-6%	-0.8	2%	-3%	11%	-12%	0%
COc1ccc(N2CCN(CCN3C(=O)c4ccccc4C3=O)CC2)cc1
    3	-9%	0.7	0%	5%	-12%	5%	-2%
COc1cc(OC)cc(C(=O)N2CCN(C(=O)c3cccc(F)c3)CC2)c1
    9	8%	-1.5	-2%	-7%	8%	-7%	-3%
COc1ccc(C)cc1S(=O)(=O)N1CCC2(CC1)OCCN2S(=O)(=O)c1cccs1
    -3	9%	0.4	-24%	0%	3%	-18%	-2%
O=C(N1CCCCCC1)N1CCN(C(=O)N2CCOCC2)CC1
    -7	-11%	-0.3	-1%	1%	-12%	-4%	-6%
COc1ccc2nc(-c3ccccc3)[nH]c(=O)c2c1
    -3	-15%	-0.2	3%	3%	-13%	0%	-16%
Cc1ccccc1C(=O)Nc1c(-c2cccs2)c(=O)c2ccccc2n1C
    -2	0%	0.9	-4%	-5%	3%	8%	-4%
CC(C)NC(=S)N/N=C1\CCCc2ccccc21
    2	?	0.3	-2%	2%	-34%	-12%	-4%
COc1ccc(CC(=O)Nc2sc3c(c2C(N)=O)CCCC3)cc1OC
    0	1%	0.2	12%	-1%	17%	9%	-7%
CCc1nc2c(OCCn3cccc3)cccn2c1N(C=O)Cc1ccccc1
    -22	0%	0.4	-1%	-11%	14%	-15%	0%
COc1ccc(NC(=O)[C@H](C)NC(=O)C2CCN(S(=O)(=O)c3ccc(OC)cc3)CC2)cc1
    -9	8%	-1.4	-4%	4%	25%	21%	-13%
COc1ccc(C(=O)OCC(=O)Nc2ccc(N3CCOCC3)cc2)cc1OC
    0	-5%	-0.1	9%	6%	20%	28%	1%
